Anthrax LF inh2 – Bacillus anthracis LF protease inhibitors, primary screen, biochemical, multiplex microsphere, MLPCN library. actives 0.12% (n = 360,000). multiplex microsphere protease cleavage assay. inhibition, % at 10 µM. Lethal factor (Bacillus anthracis), P15917; further: plate controls were buffer without enzyme for full effect and enzyme alone for no effect
Target sequence (P15917 whole entry, looked up): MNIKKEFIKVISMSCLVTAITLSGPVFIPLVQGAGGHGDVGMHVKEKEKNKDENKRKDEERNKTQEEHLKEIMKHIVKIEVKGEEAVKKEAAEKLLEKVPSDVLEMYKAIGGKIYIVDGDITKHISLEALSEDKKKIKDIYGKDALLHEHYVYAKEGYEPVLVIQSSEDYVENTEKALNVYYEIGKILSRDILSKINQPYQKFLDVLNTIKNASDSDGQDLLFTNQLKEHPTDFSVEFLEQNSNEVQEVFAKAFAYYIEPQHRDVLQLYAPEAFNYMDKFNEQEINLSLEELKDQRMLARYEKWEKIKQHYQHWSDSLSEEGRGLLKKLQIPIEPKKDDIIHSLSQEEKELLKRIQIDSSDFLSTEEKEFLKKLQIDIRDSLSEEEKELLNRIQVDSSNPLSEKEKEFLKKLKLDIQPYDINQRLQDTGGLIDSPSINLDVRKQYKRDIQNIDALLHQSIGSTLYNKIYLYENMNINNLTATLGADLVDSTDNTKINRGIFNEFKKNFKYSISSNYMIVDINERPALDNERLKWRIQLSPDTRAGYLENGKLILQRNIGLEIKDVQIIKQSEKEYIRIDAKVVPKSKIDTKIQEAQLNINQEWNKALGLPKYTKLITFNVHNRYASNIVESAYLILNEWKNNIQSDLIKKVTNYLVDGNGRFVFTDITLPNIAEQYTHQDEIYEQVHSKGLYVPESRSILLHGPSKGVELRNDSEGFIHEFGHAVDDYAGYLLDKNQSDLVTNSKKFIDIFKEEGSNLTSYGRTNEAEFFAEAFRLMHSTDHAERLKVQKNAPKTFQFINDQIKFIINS
BoNT F protease – BoNT/F light chain protease inhibitors, primary screen, biochemical, flow cytometry, MLPCN library | Botulinum neurotoxin type F light chain protease (Clostridium botulinum) | Multiplex microsphere protease cleavage assay | inhibition, % at 10 µM | actives 0.22% (n = 360,000) | AID 588497, 2011; in the data active means inhibition above about 35%, passing the limit was not always enough; inconclusive means no clear call, values can overlap the other calls; further: plate controls were buffer without enzyme for full effect and enzyme alone for no effect
PrPC surface inh – inhibitors of human cell surface prion protein PrPC, primary screen, cell-based, TR-FRET; TR-FRET read-out; inhibition, % at 13.8 µM; actives 0.43% (n = 370,000); Major prion protein (Homo sapiens), P04156; in the data active means inhibition above about 24%; further: 0% = median of the test wells and 100% = reference compound wells
TcdB inh – TcdB glycohydrolase inhibitors, primary screen, biochemical, single point, plate reader; actives 0.24% (n = 350,000); inhibition, % at 9.99 µM; TcdB glycohydrolase enzymatic assay; in the data active means inhibition above about 10%
PfHsp40 rescue – rescue of yeast from PfHsp40 toxicity, primary screen, S. cerevisiae, ATP luminescence | AID 504582, 2011 | S. cerevisiae expressing PfHsp40, growth rescue | growth rescue, % at 12.5 µM | actives 0.68% (n = 340,000); in the data active means growth rescue above about 28%, passing the limit was not always enough; inconclusive means no clear call, values can overlap the other calls;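 further: yeast W303a lacking pdr1 and pdr3 grown in galactose medium; growth measured after three days at 30 °C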
CCHF vOTU inh – CCHFV vOTU protease inhibitors, primary screen, biochemical, Pep-AMC substrate, fluorescence | Crimean-Congo hemorrhagic fever virus L polyprotein viral ovarian tumor (vOTU) protease … | inhibition, % at 11.5 µM | actives 0.55% (n = 370,000) | AID 651958, 2012; in the data active means inhibition above about 30%; further: 0% = vehicle wells with enzyme and 100% = no enzyme wells
FadD28 FP inh – inhibitors of FadD28 bisubstrate probe binding, primary screen, biochemical, fluorescence polarization, single point. Mycobacterium tuberculosis FadD28 fatty-acid-AMP ligase. inhibition, % at 12.5 µM. actives 0.22% (n = 360,000). AID 588549, 2011; in the data active means inhibition above about 8.5%, passing the limit was not always enough; inconclusive means no clear call, values can overlap the other calls
Y pestis TopoI – Yersinia pestis topoisomerase I inhibitors, primary screen, biochemical, cleavage product accumulation, plate reader, single point; Y. pestis Topo-I cleavage product accumulation; activity, % at 10 µM; actives 0.064% (n = 360,000); in the data active means activity above about 50%, passing the limit was not always enough; inconclusive means no clear call, values can overlap the other calls; further: inactives centre near 2
BoNT-A LC inh2 – BoNT/A light chain protease inhibitors, primary screen, biochemical, flow cytometry, MLPCN library. Botulinum neurotoxin type A light chain protease (Clostridium botulinum A str. ATCC 3502). multiplex microsphere protease substrate cleavage. inhibition, % at 10 µM. actives 0.17% (n = 360,000). AID 588499, 2011; further: plate controls were buffer without enzyme for full effect and enzyme alone for no effect
Active calls of the source: *; u = inconclusive; x = no result given; & = joins results of further samples. Unless noted, no stated cut-off is given here; in the data, active means inhibition above about 30%; inconclusive means no clear call, values can overlap the other calls; inactive means below that.

SMILES	Anthrax LF inh2	BoNT F protease	PrPC surface inh	TcdB inh	PfHsp40 rescue	CCHF vOTU inh	FadD28 FP inh	Y pestis TopoI	BoNT-A LC inh2
CCn1c(C)c(C)c2cc(C(=O)NCCCN3CCCCC3C)ccc21 (stereo not given)	1	-15	-10	3.5	-0.2	19	0.1	-8	4.0
O=c1[nH]nc(-c2cc(-c3ccccc3)nc3ccccc23)o1	-4	-8	-18	16*	x	10	-4.8	1	-0.4
Cc1ccc(-c2noc(C3CCCN(S(=O)(=O)c4ccc5ccccc5c4)C3)n2)o1 (stereo not given)	-6	-12	3	x	-1.1	1	0.6	3	-1.3
CC(C)[C@H](NS(=O)(=O)c1ccccc1F)C(=O)OCC(=O)Nc1cccc(S(N)(=O)=O)c1	4	-8	-4	0.0	0.8	-13	-4.9	-8	0.1
CCNC(=O)CN1C(=O)NC2(CCCc3cc(OC)ccc32)C1=O (stereo not given)	-2	2	4	x	-0.3	7	-1.2	4	-0.3
CC(C)CC1C(=O)N(Cc2cn(CC3CCCCC3)nn2)CCS(=O)(=O)N1Cc1ccc(-c2ccc(F)nc2)cc1 (stereo not given)	0	-3	-12	1.8	x	-1	-1.2	28	0.4
NC(=NC1CCCCC1)c1ccc(Cl)cc1	2	0	1	-3.9	-0.3	4	-1.8	-1	0.2
O=C(COC(=O)c1ccccc1-n1cnnn1)c1ccc(F)cc1	u	u	2	0.6	-1.7	2	-1.9	3	u
CN1C(=O)/C(=C/c2cc(C(C)(C)C)c(O)c(C(C)(C)C)c2)NC1=S	0	-2	4	-0.1	1.2	5	-2.1	2	1.5
O=C(O)C1CCCCC1C(=O)NCc1ccccc1 (stereo not given)	-1	2	3	x	-0.4	-6	-2.5	-4	0.6
Cc1ccc(N(C)C(=O)N2CCN(S(=O)(=O)c3c(C)cc(C)cc3C)CC2)cc1	-9	-12	8	x	2.8	20	-2.6	22	-0.2
Cc1cc(C(=O)Cn2nc(C(=O)O)c3ccccc3c2=O)c(C)n1-c1cccc(C(F)(F)F)c1	-6	1	0	0.0	0.7	-6	-0.5	33	-0.8
Cc1cccc2sc(N(CCN(C)C)C(=O)c3ccc4ccccc4c3)nc12	-1	4	-6	0.6	2.2	9	-3.4	26	-1.8
COc1ccc(CCN2C(=O)C(Oc3ccccc3)C2c2ccc3c(c2)OCO3)cc1 (stereo not given)	5	6	-4	x	0.1	-1	-0.1	-4	1.5
COc1ccccc1/C=N/NC(=O)c1cccc(NC(=O)c2ccccc2C)c1	0	-5	11	0.9	0.4	13	x	4	-1.3
COc1ccc(C2=NOC(COC(=O)c3ccc4ccccc4n3)C2)cc1 (stereo not given)	0	-5	11	x	0.7	-8	-3.5	15	0.2
Cc1nc(NC(N)=S)sc1C(=O)Nc1ccccc1	-12	4	6	x	1.0	-3	-8.8	-1	1.3
Cc1cc(C)c(C(=O)CSc2nnc(C)s2)c(C)c1	-1	7	3	1.3	-1.6	-10	0.5	13	0.4
COc1ccc(N2C(=O)/C(=C/c3ccc([N+](=O)[O-])cc3)N=C2C)cc1	-7	2	-23	0.5	-0.4	-2	-2.1	-17	1.0
O=C(O)CCC(=O)Nc1cc(C(F)(F)F)cc(C(F)(F)F)c1	6	0	2	2.1	0.3	-5	-0.9	-13	0.0

Compound profiles, as listed above:
Record of NC(=NC1CCCCC1)c1ccc(Cl)cc1 = Anthrax LF inh2 = 2; BoNT F protease = 0; PrPC surface inh = 1; TcdB inh = -3.9; PfHsp40 rescue = -0.3; CCHF vOTU inh = 4; FadD28 FP inh = -1.8; Y pestis TopoI = -1; BoNT-A LC inh2 = 0.2
Record of Cc1ccc(-c2noc(C3CCCN(S(=O)(=O)c4ccc5ccccc5c4)C3)n2)o1 (stereo not given) = Anthrax LF inh2 = -6; BoNT F protease = -12; PrPC surface inh = 3; TcdB inh = x; PfHsp40 rescue = -1.1; CCHF vOTU inh = 1; FadD28 FP inh = 0.6; Y pestis TopoI = 3; BoNT-A LC inh2 = -1.3

(list continues)
SMILES	Anthrax LF inh2	BoNT F protease	PrPC surface inh	TcdB inh	PfHsp40 rescue	CCHF vOTU inh	FadD28 FP inh	Y pestis TopoI	BoNT-A LC inh2
CC1(C(=O)NS(=O)(=O)Cc2ccccc2)CCN1C(=O)Cc1cc(F)ccc1F (stereo not given)	-4	-5	-5	0.9	x	-2	-1.7	-1	-0.2
COc1cccc(S(=O)(=O)Nc2ccc3c(c2)[C@H]2C[C@H](CC(=O)N[C@@H](C)c4ccccc4)O[C@H](CO)[C@H]2O3)c1	-5	0	8	0.4&-0.8	x	-2	-9.4	15	0.5
COc1ccc(-c2nc3ccc(C)cn3c2Cc2cccc(Cl)c2)cc1OC	-1	4	6	-1.9	x	-2	-8.2	x	1.3
Cc1ccc(-n2nc(C(=O)O)c(C)c(C#N)c2=O)cc1Cl	5	u	-29	-0.4	-1.8	-14	-2.6	-16	-5.4
Cc1ccc(S(=O)(=O)N2CCN(C(=O)C3CCN(C(=O)c4ccc(F)cc4)CC3)CC2)c(C)c1	-4	-2	5	0.3	-0.6	-3	-0.8	23	-4.2
Cc1cccn2c(=O)c3cc(C(=O)NC4CCCC4)c(=N)n(CCCN4CCOCC4)c3nc12	-2	2	-17	0.9	-0.9	-200	-3.5	-3	-0.6
Cc1cc(C(F)(F)F)nn1CCCNC(=O)c1cnccn1	-2	0	-1	1.0	0.9	-3	-0.9	5	u
Cc1ccc(Cc2c(C)[nH]c(=S)[nH]c2=O)cc1	0	0	-2	1.6	0.4	4	2.4	0	-1.2
COC(=O)C(C)N1C(=O)S/C(=C/c2cc(C)n(-c3ccccn3)c2C)C1=O (stereo not given)	-4	1	-13	x	-1.7	10	-4.0	13	-0.2
CCC(NC(=O)NCc1ccc2c(c1)OCO2)(C(F)(F)F)C(F)(F)F	1	18	6	x	-0.2	-6	0.3	-6	u
Cn1c(=O)c2[nH]c(CCCC(=O)O)nc2n(Cc2ccccc2)c1=S	-1	4	-2	-0.1	-0.1	0	-1.4	-5	0.0
O=C(CN1C(=O)C2C3C=CC(C4CC34)C2C1=O)Nc1cccc2ncccc12 (stereo not given)	-2	-1	-7	0.3	-0.7	-2	-1.0	3	-0.2
Cc1ccc(Cl)cc1NC(=O)CCCN1C(=O)c2cccnc2C1=O	-5	-2	1	0.4	0.5	-10	-0.1	14	-0.3
Cc1ccc(NC(=O)c2ncn(CCCNCCCN3CCCC3=O)n2)cc1C	3	1	-6	1.5	-1.3	-15	-0.9	-5	0.3
Cc1cc2nc(C(F)(F)F)cc(-c3cccs3)n2n1	4	-3	-12	-1.0	-0.1	9	-1.2	-16	-0.2
Cc1cc(-c2ccccc2)nc2cc(C(=O)N(Cc3ccccc3)Cc3ccccc3)nn12	-7	-9	5	x	0.8	11	-7.8	30	0.0
COc1ccc(OC)c(CC(=O)NC(c2ccccc2)c2ccccc2)c1	7	6	0	1.6	-0.2	0	-2.1	25	0.2
CCN(CC)c1ccc(S(=O)(=O)N2CCOCC2)cc1NC(=O)C1CC1	2	2	-6	0.0	-0.5	15	0.2	8	1.6
COc1cc2c(cc1OC)[C@@H](NC(=O)CCC1CCCCC1)[C@H](O)C2	-7	2	-3	-0.2	-0.1	-4	-2.9	-1	-0.6
CCC(CC)NC(=O)CSc1ccc(S(=O)(=O)N2CCOCC2)cn1	7	0	1	0.9	1.7	-9	x	9	-0.6
CCCn1c(NCc2cc(OC)ccc2OC)nc2ccccc21	-7	-4	-3	x	-0.3	-3	-1.5	-2	-1.5
COCCCN1C(=O)C(=O)/C(=C(/O)c2ccc(S(=O)(=O)N3CCCCC3)cc2)C1c1ccc(O)cc1 (stereo not given)	1	3	-3	2.4	-0.5	13	-0.4	0	1.7
COc1ccc(NC(=O)N(C)[C@H]2C[C@H]3c4[nH]c5ccc(-c6ccc(OC)cc6)cc5c4CCN3C(=O)[C@H]2[C@H](C)O)cc1	-7	-3	4	0.8	x	2	-2.2	22	-0.8
CC(=O)NCC1=C(c2cccc3ccccc23)C[C@@H]2CC[C@H]1N2Cc1ccco1	-4	-7	-7	0.8	x	-6	-1.3	9	0.2
CCn1c(SCC(=O)Nc2ccc3c(c2)OCO3)nc2ccccc21	6	-6	7	x	-0.2	9	-1.4	-3	0.9
COc1ccc(N2CCN(C(=O)C3CC(O)CN3S(=O)(=O)c3ccc([N+](=O)[O-])cc3)CC2)cc1 (stereo not given)	1	2	-26	-2.8	-0.9	-13	-5.3	-8	0.5
CC1(C)CC2CC(C)(CN2C(=O)COC(=O)Cn2[nH]c(=O)c3ccccc3c2=O)C1 (stereo not given)	6	20	-4	x	-2.0	16	-1.8	12	2.8
O=C(O)CN1C(=O)/C(=C\c2cc([N+](=O)[O-])ccc2OCc2ccccc2Cl)SC1=S	32*	20	-8	4.0	3.5	20	-3.2	-17	3.2
C=CCN(Cc1ccc(Cl)s1)C(=O)CNC(=O)CNC(=O)c1ccc(Cl)cc1Cl	2	0	-1	0.2	-1.1	9	-13	31	-0.4
COc1cc(/C=C/C(=O)OCC(=O)N2CCCCCC2)ccc1OCC#N	0	-2	-1	0.6	1.0	-9	-2.0	7	0.1
CCOc1ccc(N2C(=O)CC(NC3CCN(C(=O)c4cccc(Cl)c4)CC3)C2=O)cc1 (stereo not given)	-3	-3	1	1.0	1.3	14	-1.9	21	-1.6
CC1CCN(C(=O)COC(=O)/C=C/c2ccco2)CC1	-7	1	1	3.0	-1.3	-1	0.8	5	-0.2
CC(=O)c1ccc(S(=O)(=O)N2Cc3ccccc3CC2C(=O)O)cc1 (stereo not given)	-8	-4	-4	0.7	-1.6	1	-2.2	7	-1.7
CCC(=O)N1CCc2cc(S(=O)(=O)CCC(=O)Nc3ccc(C)cn3)ccc21	-1	0	6	x	-1.6	-2	-2.0	-2	-0.1
Cc1c(Cl)cccc1NC(=O)C1CCCN(S(C)(=O)=O)C1 (stereo not given)	-23	-12	-1	0.8	-0.7	0	0.0	1	-1.8
Cc1csc(NC(=O)COCC(=O)O)c1-c1nc2ccccc2s1	u	-43	6	3.5	-1.1	16	-9.0	10	-5.7
Cc1cccc(NC(=O)C(Cc2ccccc2)n2cccc2)c1 (stereo not given)	2	-5	3	1.4	24	-14	-2.2	9	0.3
Cc1ccc(CNc2ncnc3[nH]ncc23)cc1	4	-2	12	-0.3	0.4	-5	-3.5	-9	-0.1
CN(C)CCCN(C(=O)COc1ccccc1)c1nc2cc3c(cc2s1)OCO3	0	1	-13	-1.1	0.2	-2	-3.7	-11	1.7
O=C1NC(=S)N/C1=C\c1ccc(Oc2ccc(C(F)(F)F)cc2[N+](=O)[O-])c(Cl)c1	-7	3	0	-0.6	-0.2	12	0.0	-4	0.9

Brought forward from above: three entries, then new ones.
SMILES	Anthrax LF inh2	BoNT F protease	PrPC surface inh	TcdB inh	PfHsp40 rescue	CCHF vOTU inh	FadD28 FP inh	Y pestis TopoI	BoNT-A LC inh2
Cc1ccc(CNc2ncnc3[nH]ncc23)cc1	4	-2	12	-0.3	0.4	-5	-3.5	-9	-0.1
CN(C)CCCN(C(=O)COc1ccccc1)c1nc2cc3c(cc2s1)OCO3	0	1	-13	-1.1	0.2	-2	-3.7	-11	1.7
O=C1NC(=S)N/C1=C\c1ccc(Oc2ccc(C(F)(F)F)cc2[N+](=O)[O-])c(Cl)c1	-7	3	0	-0.6	-0.2	12	0.0	-4	0.9
CSCC[C@H](NC(=O)c1ccc(OCC2CCCO2)cc1)c1nc2ccccc2[nH]1 (stereo not given in full)	-5	-7	6	0.4	-0.6	12	-2.8	5	0.2
Clc1ccc(Cc2noc(CN3CCN(c4ccccc4)CC3)n2)c(Cl)c1	-8	-8	6	x	4.5	4	-2.1	-4	u
Cc1ccnc(NC(=O)c2ccc(OCC3CCCO3)cc2)c1 (stereo not given)	1	-7	4	0.9	1.4	7	-3.7	-4	0.0
N#Cc1cc2cc3c(cc2nc1N1CCCCC1)OCCO3	17	-32	-24	x	0.4	-15	-4.1	-1	21
